# mIAP act = increases mouse intestinal alkaline phosphatase activity. muIAP, CDP-Star luminescence, 30 min; active compounds read high; 1 = vehicle-only enzyme signal, 0 = enzyme-free wells. activation factor at 10 µM. hit rate 0.24% among 330,000;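 active means activation factor of at least 2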; further: the source names both 10 and 20 µM as test concentration; values of inactives mirror those of a sister screen read the other way
#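 Assay system: mouse IAP enzyme / Compound: DMSO-dissolved test compounds / Timing: 30 min, room temperature / Measured by: luminescence from enzymatic CDP-Star hydrolysis / Control set: DMSO-only wells, enzyme-free buffer wells as negative control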
# TIM10 inh = growth inhibitors of TIM10 yeast strain; S. cerevisiae TIM10 strain growth, BacTiter-Glo luminescence, 24 h; inhibition, % at 10 µM; hit rate 1.4% among 330,000; AID 463195;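 active means inhibition of 40% or more at the single tested concentration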;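 further: wild-type TIM10 isogenic control strain grown at permissive 25 °C; 0% = DMSO yeast wells and 100% = minimal medium wells without yeast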
# A3A deaminase = blocks human APOBEC3A ssDNA deamination; inhibition, % at 20 µM; P31941; hit rate 0.41% among 330,000; recombinant A3A, FAM/TAMRA ssDNA deamination fluorescence;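 active means at least 40% inhibition at 20 µM here, with at most 30% in a related deaminase screen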;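 further: plate controls were A3A with DMSO for no effect and wells lacking A3A enzyme for full effect; some results filed as inactive read as strong as hits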
# Target sequence (P31941 whole entry, looked up): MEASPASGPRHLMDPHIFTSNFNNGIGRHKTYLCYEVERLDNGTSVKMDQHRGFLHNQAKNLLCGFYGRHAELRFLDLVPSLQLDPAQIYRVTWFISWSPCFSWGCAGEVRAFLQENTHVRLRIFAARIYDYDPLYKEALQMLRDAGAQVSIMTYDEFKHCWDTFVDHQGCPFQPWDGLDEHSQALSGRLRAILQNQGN
# APOBEC3G inh = inhibitors of human APOBEC3G DNA deaminase | Q9HC16 | recombinant A3G, ssDNA deamination FAM/TAMRA fluorescence | inhibition, % at 20 µM | hit rate 0.28% among 330,000 | AID 493012;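 active means inhibition of at least 40% at 20 µM, with no more than 30% in the related APOBEC3A deaminase screen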;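 further: plate controls were DMSO wells with A3G for no effect and wells lacking A3G enzyme for full effect; some compounds called inactive have numbers as strong as hits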
# Target sequence (Q9HC16 whole entry, looked up): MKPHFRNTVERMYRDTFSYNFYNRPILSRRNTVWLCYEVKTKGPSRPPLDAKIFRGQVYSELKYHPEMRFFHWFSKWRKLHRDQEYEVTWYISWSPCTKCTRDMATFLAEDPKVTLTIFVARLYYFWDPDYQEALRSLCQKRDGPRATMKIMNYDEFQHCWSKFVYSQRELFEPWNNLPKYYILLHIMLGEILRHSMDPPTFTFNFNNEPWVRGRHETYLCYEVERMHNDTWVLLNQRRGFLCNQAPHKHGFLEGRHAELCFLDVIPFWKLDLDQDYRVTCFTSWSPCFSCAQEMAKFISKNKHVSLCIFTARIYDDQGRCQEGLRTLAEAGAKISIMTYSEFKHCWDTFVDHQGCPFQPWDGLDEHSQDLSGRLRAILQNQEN
# MIN6 prolif = MIN6 beta-cell proliferation induction; MIN6 cells proliferation, ATPlite luminescence, 48 h; cells starved in 0.2% serum; 100% = growth in 10% serum; proliferation, % at 10 µM; AID 2380; hit rate 0.29% among 330,000;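 active means compounds whose signal lies at least 3.5 SD above the mean of all wells on their plate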;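 further: 0% = DMSO-treated cells in low-serum medium and 100% = 10% serum control; some compounds called inactive have numbers as strong as hits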
# NALP3 yeast inh = inhibitors of NALP3 inflammasome in yeast; hit rate 0.39% among 330,000; Yeast reconstituted NLRP3/ASC/caspase-1, beta-gal luminescence, 24 h; inhibition, % at 10 µM; AID 2825;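 active means inhibition of 50% or more; inactive means inhibition below 50%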;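 further: plate controls were induced DMSO wells for no effect and uninduced yeast grown without galactose for full effect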
# mIAP inh = mouse IAP inhibition; hit rate 0.2% among 330,000; inhibition, % at 10 µM; purified mouse IAP, CDP-Star luminescence, 30 min; AID 2806;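 active means inhibition of at least 40% at 10 µM in the primary screen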;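 further: plate controls were DMSO with enzyme for no effect and no enzyme wells for full effect; values of inactives mirror those of a sister screen read the other way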
# hIAP inh = blocks human intestinal alkaline phosphatase; P09923; purified IAP, CDP-Star luminescence, 30 min; inhibition, % at 10 µM; hit rate 0.12% among 330,000;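 active means inhibition reaching a set limit with compound at 10 µM in the primary screen, cut at about 35% in these data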;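 further: plate controls were DMSO wells with enzyme for no effect and no-enzyme buffer wells for full effect; values of inactives mirror those of a sister screen read the other way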
# Target sequence (P09923 whole entry, looked up): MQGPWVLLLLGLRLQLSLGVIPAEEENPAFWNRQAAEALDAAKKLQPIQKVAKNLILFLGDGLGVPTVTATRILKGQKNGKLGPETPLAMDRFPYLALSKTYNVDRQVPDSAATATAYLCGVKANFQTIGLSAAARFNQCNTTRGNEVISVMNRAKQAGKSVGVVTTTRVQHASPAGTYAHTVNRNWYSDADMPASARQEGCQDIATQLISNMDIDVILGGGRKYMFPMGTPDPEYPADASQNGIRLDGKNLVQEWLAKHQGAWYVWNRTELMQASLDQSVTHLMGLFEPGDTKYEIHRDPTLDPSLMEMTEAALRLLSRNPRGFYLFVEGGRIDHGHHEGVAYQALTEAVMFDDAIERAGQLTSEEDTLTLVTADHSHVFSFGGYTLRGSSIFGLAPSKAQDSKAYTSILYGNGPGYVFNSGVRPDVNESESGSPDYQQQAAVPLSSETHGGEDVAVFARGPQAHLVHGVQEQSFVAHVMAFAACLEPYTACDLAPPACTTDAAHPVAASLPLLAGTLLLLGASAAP
# tim10-1 inh = inhibits growth of tim10-1 mutant yeast; S. cerevisiae tim10-1 ts strain growth, BacTiter-Glo, 24 h; inhibition, % at 20 µM; hit rate 2.2% among 330,000; AID 463190;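 active means inhibition of at least 40%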;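 further: mutant grown at 25 °C; 0% = DMSO wells with yeast and 100% = wells holding no yeast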
# The depositor's hits bear a star.
# The line under a structure holds: mIAP act | TIM10 inh | A3A deaminase | APOBEC3G inh | MIN6 prolif | NALP3 yeast inh | mIAP inh | hIAP inh | tim10-1 inh
FC(F)(F)c1nnc(-c2ccccc2)nc1N1CCOCC1
  0.98 | -4 | -2 | -5 | 1 | 9 | 2 | 0 | 21
Cc1cc(CN(C)C(=O)CC2C(=O)NCCN2Cc2c(F)cccc2Cl)on1 (stereo not drawn)
  0.94 | 0 | 2 | -6 | -1 | 2 | 6 | 13 | 6
Cc1cc(C)n(CC(=O)NC2CCCCC2)n1
  1 | 0 | -2 | -6 | 2 | 7 | -2 | 19 | 2
Cc1cc(C(=O)OCC(=O)Nc2cccc(S(=O)(=O)N(C)C)c2)c(C)o1
  1.2 | 2 | 0 | -6 | 0 | -4 | -21 | 0 | -5
CCC(C)[C@H](NC(=O)Nc1ccc2c(c1)OCCO2)C(=O)O (stereo partly drawn)
  0.96 | 2 | -4 | -4 | -1 | 11 | 4 | -10 | -11
COc1ccc(-n2c(CNC(=O)COc3ccccc3)n[nH]c2=S)cc1
  0.97 | -11 | 0 | 22 | -2 | 3 | 3 | 4 | 12
O=C(c1ccccc1Br)N1CCN(c2ccccn2)CC1
  1 | 3 | 17 | -5 | -4 | 18 | -1 | -12 | 20
COc1ccc(CN(C2CCCC2)S(=O)(=O)c2ccc(-n3cnnn3)cc2)cc1OC
  1 | -13 | -1 | -4 | 0 | 14 | 0 | -23 | 28
COc1ccc(-c2ccc(SCC(=O)N3CCN(c4ccccc4)CC3)nn2)cc1
  1 | -17 | -2 | -1 | -1 | 6 | -2 | 3 | 10
Cc1cc(NS(=O)(=O)c2ccc(Nc3nc(-c4sc(N)nc4C)cs3)cc2)no1
  0.56 | 4 | 2 | 8 | -5 | 29 | 44* | 0 | -2
NC(=S)N/N=C1\CCOc2ccc(Cl)cc21
  1.1 | -42 | -8 | -11 | -5 | -4 | -10 | -3 | 6
COc1ccc(S(=O)(=O)N2CCc3ccccc32)cc1C(=O)N1CCOCC1
  1 | 9 | 3 | -2 | -4 | 3 | -1 | 2 | 9
COc1ccccc1N(C)S(=O)(=O)c1ccc(C(=O)Nc2ncc(C)s2)cc1
  0.86 | 20 | 1 | -5 | -5 | 7 | 14 | -6 | 3
COC(=O)c1ccccc1S(=O)(=O)Nc1ccc2cn[nH]c2c1
  1.1 | 4 | 2 | 1 | -1 | -1 | -6 | -8 | 29
C[C@H](CO)N1C[C@H](C)[C@@H](CN(C)S(=O)(=O)c2cn(C)cn2)Oc2c(NS(=O)(=O)c3ccc(F)cc3)cccc2C1=O
  1.1 | 3 | 2 | -8 | -1 | 13 | -5 | 2 | -6
Cc1ccccc1NC(=O)Cn1cnc2c1c(=O)n(C)c(=O)n2C
  1 | -3 | 1 | 3 | 2 | 2 | -3 | -2 | -5
Cc1cc([N+](=O)[O-])ccc1NC(=O)Nc1ccccc1F
  0.85 | -1 | 0 | -8 | -5 | 14 | 15 | -38 | 17
Cc1[nH]nc(SCC(=O)Nc2cccc(O)c2)c1[N+](=O)[O-]
  0.98 | 6 | -2 | -6 | -1 | 17 | 2 | 9 | -10
COc1cc(C(=O)Nc2nc(-c3ccc(Cl)cc3)c(C)s2)ccc1OCC(=O)Nc1ccc(F)cc1
  1 | -45 | 8 | 0 | -6 | 22 | -2 | -1 | -25
O=C(Oc1cccc(/C=N/Nc2nc(N3CCOCC3)nc(N3CCOCC3)n2)c1)c1ccco1
  0.99 | 9 | 4 | 6 | -2 | 13 | 1 | 0 | 12
O=C(O)CC1=C(O)C(=O)N(c2ccccc2)C1c1ccc(Cl)cc1 (stereo not drawn)
  0.96 | 7 | 0 | -5 | 5 | 6 | 4 | -4 | 6
CCOC(=O)Cc1csc(NC(=O)/C=C/c2ccccc2Cl)n1
  0.95 | 27 | -3 | -6 | -3 | 37 | 5 | 7 | -2
O=C(NCCC1=CCCCC1)c1cnc2n(c1=O)CCS2
  0.98 | 9 | 1 | 3 | -1 | 6 | 2 | 20 | 23
O=C(CCCO)NNc1c2ccccc2nc2ccccc12
  0.97 | 12 | -4 | -9 | 2 | 11 | 3 | 5 | -7
CC(C)OC(=O)C1Cc2ccccc2CN1S(=O)(=O)c1cccs1 (stereo not drawn)
  0.99 | -6 | 1 | -7 | 0 | -37 | 1 | -2 | 24
O=C(NCc1ccc(F)cc1)N1CCN(C(=O)c2ccccc2)CC1
  0.95 | 3 | -1 | -3 | 1 | 0 | 5 | -2 | 8
CCOC(=O)C1CCCN(CC(=O)/C=C2/N(C)c3ccccc3C2(C)C)C1 (stereo not drawn)
  1 | 14 | 0 | -4 | -3 | 17 | -1 | 6 | 15
CCOC(=O)c1ccc(NC(=O)N2CCN(CCc3ccccc3)CC2)cc1
  1 | 14 | -5 | -9 | -1 | 32 | -4 | -20 | 21
Cc1ccc(C)c(OCC(=O)Nc2ccc(S(=O)(=O)Nc3ccccn3)cc2)c1
  1 | 4 | 1 | -3 | -2 | -3 | -2 | -8 | -4
Cc1cccc(N2CC(C(=O)OCc3ccc([N+](=O)[O-])cc3)CC2=O)c1 (stereo not drawn)
  1.1 | -3 | -2 | -7 | 2 | -12 | -7 | -15 | 20
COc1ccccc1OCC(=O)Nc1cc(Cl)ccc1Oc1ccccc1
  1 | -18 | -1 | -3 | 0 | 3 | -5 | -11 | 24
COc1ccccc1C(=O)COC(=O)/C=C/c1ccccc1
  0.92 | 17 | 1 | -8 | 9 | 37 | 8 | 15 | 13
Cc1cccc(NC(=O)[C@H](NC(=O)[C@@H]2Cc3ccccc3CN2)c2ccccc2)c1
  1.1 | 1 | 4 | -1 | -8 | 11 | -7 | -38 | -5
c1ccc(Nc2ncnc3c2oc2ccccc23)cc1
  0.98 | 13 | 2 | 1 | -2 | 34 | 2 | 12 | 12
O=C(CNC(=O)c1cccs1)N/N=C/c1ccc(Cl)cc1
  1.1 | -13 | -1 | -4 | -1 | 4 | -10 | -5 | -4
COc1ccccc1-n1cnnc1SC(C)C(=O)NCC1CCCO1 (stereo not drawn)
  1 | 0 | 5 | -4 | -4 | 10 | 0 | -12 | -13
CN(C)C(=O)c1ccc(NC(=O)COC(=O)Cn2cc(C(F)(F)F)ccc2=O)cc1
  1 | 10 | -3 | -4 | 2 | 15 | -4 | 14 | 6
Cc1ccc(N=C2NC(=O)C(CC(=O)O)S2)cc1 (stereo not drawn)
  0.91 | 2 | -2 | -9 | -2 | 2 | 9 | 0 | 0
CC(C)c1ccc(C(=O)OC2CCOC2=O)cc1 (stereo not drawn)
  0.94 | 13 | -2 | -10 | 0 | 0 | 6 | 2 | -3
COc1ccc(C(=O)OC(C)C(=O)Nc2cc(C(F)(F)F)ccc2Cl)c(OC)c1OC (stereo not drawn)
  1 | -16 | 2 | -7 | -2 | -8 | -2 | -5 | -2
CC(C)CCOC(=O)/C(=C/c1ccco1)NC(=O)/C=C/c1ccccc1
  0.89 | 14 | -6 | -7 | 1 | -14 | 11 | 6 | 30
COC(=O)c1c(O)c2c([nH]c1=O)CCCC2
  0.95 | -10 | -4 | -9 | 1 | -1 | 5 | 14 | -16
Cc1cc(C)c(NC(=O)CNC(=O)c2ccc3ncsc3c2)c(C)c1
  0.99 | 11 | 13 | -6 | -4 | 8 | 1 | -27 | 18
CCN=c1scc(C)n1/N=C/c1ccsc1
  1 | 3 | 3 | -2 | -1 | 0 | -2 | 9 | 17
COc1ccc(-c2nc3c(c(SCC(=O)N4CCCC4)n2)COC(C)(C)C3)cc1
  0.9 | 4 | -5 | -5 | 11* | 7 | 10 | -10 | 9
O=C(CCOc1ccccc1)Nc1ccnn1C1CCN(CCc2ccccc2)CC1
  1.2 | -1 | 0 | -2 | -1 | 7 | -21 | -74 | -10
Cc1ccc(S(=O)(=O)N(C)C)cc1NC(=S)Nc1cccc2ccccc12
  0.96 | 29 | -4 | -2 | -5 | 11 | 4 | 22 | 25
Cc1ccccc1NC(=O)NC1(C(=O)N2CCC(O)CC2)CCCCC1
  1 | -6 | -5 | -6 | 0 | 20 | -1 | -6 | 11
Cc1nn(C)c(C)c1CN(Cc1nc(-c2cc(F)ccc2F)oc1C)C1CC1
  0.91 | 8 | -1 | 1 | -2 | 20 | 9 | 5 | 23
CC(C)(C)[C@H]1CCC(=O)N([C@H](CSc2ccccc2)Cc2ccccc2)CC1
  1.1 | 19 | 0 | 16 | -7 | 14 | -6 | -8 | 33

# Three consecutive entries out of the list so far:
# The line under a structure holds: mIAP act | TIM10 inh | A3A deaminase | APOBEC3G inh | MIN6 prolif | NALP3 yeast inh | mIAP inh | hIAP inh | tim10-1 inh
Cc1ccc(S(=O)(=O)N(C)C)cc1NC(=S)Nc1cccc2ccccc12
  0.96 | 29 | -4 | -2 | -5 | 11 | 4 | 22 | 25
Cc1ccccc1NC(=O)NC1(C(=O)N2CCC(O)CC2)CCCCC1
  1 | -6 | -5 | -6 | 0 | 20 | -1 | -6 | 11
Cc1nn(C)c(C)c1CN(Cc1nc(-c2cc(F)ccc2F)oc1C)C1CC1
  0.91 | 8 | -1 | 1 | -2 | 20 | 9 | 5 | 23

# (cont.)
structure	mIAP act	TIM10 inh	A3A deaminase	APOBEC3G inh	MIN6 prolif	NALP3 yeast inh	mIAP inh	hIAP inh	tim10-1 inh
CCC(CC)NC(=O)CC(c1ccccc1)c1ccccc1	1.1	9	-2	-5	0	11	-11	-16	25
Cc1nn(C(C)(C)C)c(NC(=O)c2ccccc2)c1C#N	0.93	-12	-5	-8	-2	2	7	6	24
CCc1ccc(S(=O)(=O)ON2C(=O)c3ccccc3C2=O)cc1	0.94	20	0	-6	-1	3	6	20	25
Cc1c(C(=O)N2CCN(S(=O)(=O)c3cc(F)ccc3F)CC2)oc2ccccc12	0.95	25	27	2	3	-12	5	-12	27
CCCCOCCCN1CC(=O)N2[C@@H](Cc3c([nH]c4ccccc34)C2(C)C)C1=O	1.2	6	-7	-5	-2	-14	-16	5	23
O=C(NCc1ccccc1)C12CN(Cc3ccccc3)CC1C(c1ccc([N+](=O)[O-])cc1)=NO2 (stereo not drawn)	0.97	16	-2	-7	-6	3	3	17	14
Cc1cc(C(=O)Nc2ccccc2N2CCOCC2)ccc1[N+](=O)[O-]	0.99	12	-3	-9	2	5	1	-2	10
CCN(CC)CCN(C(=O)c1cc(Cl)sc1Cl)c1nc2cc3c(cc2s1)OCO3	1	23	-1	-6	6	-1	-1	5	37
COc1ccc(S(=O)(=O)NNC(=O)c2ccccc2-n2cccc2)cc1	0.96	24	-1	-4	2	24	4	-12	19
Cc1sc2c(c1C)C(O)=C(C(=O)Nc1ccccc1)S(=O)(=O)N2C	0.91	-5	1	-2	-2	22	9	6	3
Cc1cc(S(=O)(=O)Nc2ccc(C(=O)NCC3(N4CCCCC4)CCCCC3)cc2)ccc1F	0.95	-7	-4	-10	-5	6	5	4	3
NC(=O)CSCc1ccc(Br)cc1	1.1	-3	-4	-6	-3	20	-6	-7	-12

# Four compounds drawn at random from the list so far:
structure	mIAP act	TIM10 inh	A3A deaminase	APOBEC3G inh	MIN6 prolif	NALP3 yeast inh	mIAP inh	hIAP inh	tim10-1 inh
COc1ccc(S(=O)(=O)NNC(=O)c2ccccc2-n2cccc2)cc1	0.96	24	-1	-4	2	24	4	-12	19
Cc1sc2c(c1C)C(O)=C(C(=O)Nc1ccccc1)S(=O)(=O)N2C	0.91	-5	1	-2	-2	22	9	6	3
NC(=O)CSCc1ccc(Br)cc1	1.1	-3	-4	-6	-3	20	-6	-7	-12
Cc1cc(S(=O)(=O)Nc2ccc(C(=O)NCC3(N4CCCCC4)CCCCC3)cc2)ccc1F	0.95	-7	-4	-10	-5	6	5	4	3

# Screening data as filed in PubChem BioAssay.
